# ASAP1 inh = inhibitors of human ASAP1 ArfGAP activity | ASAP1-stimulated ARF1 GTP hydrolysis, GDP FP detection | inhibition, % at 16.5 µM | 360,000 tested, 0.19% active | AID 624377; in the data active = inhibition above about 25%;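 note: 0% = vehicle with enzyme and substrate and 100% = no enzyme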
# ABHD4 inh = ABHD4 (mouse) inhibition, primary FP screen. Q8VD66. purified mABHD4, FP-Rh probe fluorescence polarization. inhibition, % at 8.92 µM. 370,000 tested, 0.54% active;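 active = inhibition exceeding the mean over every tested compound plus 3 SD, cut at about 30% in these data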;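 note: 0% = plate median of compound wells and 100% = S159A mutant with DMSO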
# Target sequence (Q8VD66 whole entry, looked up): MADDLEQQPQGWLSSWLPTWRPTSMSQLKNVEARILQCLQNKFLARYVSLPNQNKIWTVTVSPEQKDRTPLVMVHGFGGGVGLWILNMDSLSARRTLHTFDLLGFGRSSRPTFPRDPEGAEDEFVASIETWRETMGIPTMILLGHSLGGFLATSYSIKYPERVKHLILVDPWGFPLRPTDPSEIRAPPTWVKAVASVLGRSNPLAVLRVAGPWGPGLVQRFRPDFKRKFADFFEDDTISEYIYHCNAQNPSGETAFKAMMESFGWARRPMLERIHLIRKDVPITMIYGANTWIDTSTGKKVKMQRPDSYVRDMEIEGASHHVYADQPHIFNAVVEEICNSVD
#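 Assay system: mouse ABHD4 enzyme, wild type / Also added: fluorescent activity-based probe FP-Rh / Doses: single nominal dose of 8.92 µM, 0.89% DMSO final / Timing: 45 min compound pre-incubation plus 60 min probe step, 25 °C / Signal: FP readout, ex 525 nm / em 598 nm / Control set: S159A mutant/DMSO as 100%, compound-well median as 0%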
# GC-B act = GC-B (human) receptor activation | P20594 | HEK293-GC-B cells, CNP EC30, cGMP TR-FRET; 0% at EC30 CNP, 100% saturating CNP | activation, % at 10 µM | 370,000 tested, 0.11% active;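 active = activation at 10 µM reaching about 35% in either raw or pattern-adjusted values, limit read from the data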
# rCAG RNA binder = r(CAG) repeat RNA binding. inhibition, % at 3 µM. TO-PRO-1 dye displacement fluorescence. 370,000 tested, 1.3% active;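 active = inhibition above the plate cutoff, the mean of all test compounds on that plate plus 3 SD, cut at about 35% in these data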;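 note: 0% = DMSO alone and 100% = 100 µM mitoxantrone as full dye displacement; higher means more dye released from RNA so lower well fluorescence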
# NPR1 activator = GC-A (human) enzyme activation; HEK293 GC-A cells, cGMP TR-FRET, EC30 ANP; 0% at EC30 ANP, 100% saturating ANP; activation, % at 10 µM; 370,000 tested, 0.14% active; in the data active = activation above about 40%
# PG9 binder = PG9 antibody binding by small molecule. TR-FRET gp120-PG9 antibody binding. inhibition, % at 6.7 µM. 360,000 tested, 0.43% active. AID 624416; in the data active = inhibition above about 8.5%
# Rev-erbA mod = modulates human Rev-erb alpha binding to DNA; Rev-erbα–FITC-DNA binding, fluorescence polarization, 90 min; 370,000 tested, 0.79% active; activity, % at 10 µM;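 active = activity above about 14%, limit read from the data; passing the limit was not always enough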;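 note: 0% = DMSO wells with 35 nM protein and 100% = DMSO wells with 750 nM protein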
# Target sequence (P20393 whole entry, looked up): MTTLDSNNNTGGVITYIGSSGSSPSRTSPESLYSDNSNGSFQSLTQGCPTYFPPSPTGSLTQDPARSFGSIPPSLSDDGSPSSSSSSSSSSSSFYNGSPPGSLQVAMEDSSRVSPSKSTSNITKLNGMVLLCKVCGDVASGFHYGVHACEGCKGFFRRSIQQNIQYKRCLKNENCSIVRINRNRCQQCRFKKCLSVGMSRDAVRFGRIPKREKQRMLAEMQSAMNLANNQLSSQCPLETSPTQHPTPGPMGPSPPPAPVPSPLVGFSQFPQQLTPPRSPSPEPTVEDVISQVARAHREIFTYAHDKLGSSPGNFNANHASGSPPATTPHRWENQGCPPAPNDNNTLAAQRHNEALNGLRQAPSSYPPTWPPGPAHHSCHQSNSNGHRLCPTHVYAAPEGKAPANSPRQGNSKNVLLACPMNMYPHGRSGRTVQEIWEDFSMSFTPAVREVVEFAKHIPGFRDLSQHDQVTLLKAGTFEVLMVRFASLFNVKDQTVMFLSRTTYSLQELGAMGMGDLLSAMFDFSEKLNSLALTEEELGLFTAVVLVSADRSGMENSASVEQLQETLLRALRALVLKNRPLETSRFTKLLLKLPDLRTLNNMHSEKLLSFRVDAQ
# ARFGAP1 inhibitor = inhibits rat ARF GTPase activating protein 1; inhibition, % at 16.5 µM; Arfgap1-stimulated ARF1 GTP hydrolysis, GDP FP detection; 360,000 tested, 0.26% active;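 active = inhibition above a per-plate limit, mean inhibition of low control wells plus 3 SD, cut at about 25% in these data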;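 note: 0% = DMSO wells with enzyme and 100% = wells lacking Arfgap1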
# Target sequence (Q62848 1-136 limits assumed): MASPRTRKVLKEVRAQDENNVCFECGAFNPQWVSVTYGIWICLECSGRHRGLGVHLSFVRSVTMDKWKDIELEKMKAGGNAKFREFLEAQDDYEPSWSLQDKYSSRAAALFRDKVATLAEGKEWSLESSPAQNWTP
#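 Replicates: Single well per compound | Assay system: Truncated rat Arfgap1 GAP domain | Control set: No-Arfgap1 wells (100%) versus DMSO full-reaction wells (0%) | Times: Enzyme reaction 120 min at 25 °C after 20 min preincubation | Reagent: Human ARF1(Δ1-17)-GTP substrate | Measured by: Tracer-displacement fluorescence polarization with EDTA stop, 620/688 nm | Measure: Percent inhibition of Arfgap1-stimulated GTP hydrolysis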
# HTRA1 inh = blocks human HTRA1 serine peptidase. recombinant HTRA1, FP-rhodamine activity-based probe, fluorescence polarization. inhibition, % at 5.96 µM. Q92743. 340,000 tested, 0.5% active; in the data active = inhibition above about 36%;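 note: 0% = enzyme with DMSO and 100% = wells lacking enzyme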
# SMARCA2 act = activators of SMARCA2 function. 370,000 tested, 1% active. activation, % at 9.1 µM. MG213 cells, MMTV-luciferase reporter, dexamethasone, overnight; in the data active = activation above about 7.8%;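 note: 0% = vehicle wells and 100% = reference activator wells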
# * marks the source's active call; other numbers are inactive results; / = no result given; & = joins results of further samples.
SMILES,ASAP1 inh,ABHD4 inh,GC-B act,rCAG RNA binder,NPR1 activator,PG9 binder,Rev-erbA mod,ARFGAP1 inhibitor,HTRA1 inh,SMARCA2 act
O=C(NCc1ccc(Cl)cc1)OCCN1C(=O)CCC12CCC(c1ccccc1)CC2 (centres undefined),/,7,-21,1,-20,/,5,/,/,-4
O=C(N/N=C/c1cccc(O)c1)c1cc2c(ccc3ccccc32)o1,1,-22,-1,19,13,-1.3,-7,-17,-16,1
Cc1oc2cc3oc(=O)c(CCC(=O)NCCC(=O)O)c(C)c3cc2c1C,0,-3,3,10,-2,1.8,0,3,4,-3
Nc1nc(SCc2ccccc2)n[nH]1,-1,4,-4,1,1,-3.2,1,3,2,1
CCCCOC(=O)c1ccc(NC(=O)c2cc(Cl)c(Cl)cc2C(=O)O)cc1,-1,2,3,13,0,0.3,-2,-12,-4,6
Cn1c(NCc2ccco2)nc2c1c(=O)n(Cc1ccc(Br)cc1)c(=O)n2C,10,4,3,-3,-2,-1.0,3,13,-17,-4
CCN(CC)C(=O)Oc1ccc2oc(=O)cc(-c3cc4cccc(OC)c4o3)c2c1,4,-9,9,6,6,-2.4,-1,1,-44,5
CCCOc1cccc(C(=O)N/N=C/c2ccoc2)c1,-3,3,7,2,0,-0.1,-3,4,-5,1
Cc1ccc(NC(=S)N2CCN(C)CC2)c(C)c1,0,9,3,1,4,0.1,-2,-4,8,-2
O=C(N/N=C/c1ccc(O)c(O)c1)c1cccc(S(=O)(=O)N2CCCC2)c1,-4,25,-2,4,-1,-3.5,-2,0,26,-2
Cc1cc(C)cc(-n2cnc3cc(C(=O)O)ccc32)c1,8,1,1,0,1,-1.7,11,-1,-1,3
COc1ccc(-c2cc(=O)oc3cc(OCC(=O)N4C[C@H]5C[C@@H](C4)c4cccc(=O)n4C5)ccc23)cc1,-11,-3,-1,-4,5,-1.6,2,0,-3,2

# Reprinted from the entries so far for reference:
SMILES,ASAP1 inh,ABHD4 inh,GC-B act,rCAG RNA binder,NPR1 activator,PG9 binder,Rev-erbA mod,ARFGAP1 inhibitor,HTRA1 inh,SMARCA2 act
O=C(NCc1ccc(Cl)cc1)OCCN1C(=O)CCC12CCC(c1ccccc1)CC2 (centres undefined),/,7,-21,1,-20,/,5,/,/,-4
O=C(N/N=C/c1cccc(O)c1)c1cc2c(ccc3ccccc32)o1,1,-22,-1,19,13,-1.3,-7,-17,-16,1
Cc1oc2cc3oc(=O)c(CCC(=O)NCCC(=O)O)c(C)c3cc2c1C,0,-3,3,10,-2,1.8,0,3,4,-3
Nc1nc(SCc2ccccc2)n[nH]1,-1,4,-4,1,1,-3.2,1,3,2,1
CCCCOC(=O)c1ccc(NC(=O)c2cc(Cl)c(Cl)cc2C(=O)O)cc1,-1,2,3,13,0,0.3,-2,-12,-4,6
Cn1c(NCc2ccco2)nc2c1c(=O)n(Cc1ccc(Br)cc1)c(=O)n2C,10,4,3,-3,-2,-1.0,3,13,-17,-4

# Next part.
SMILES,ASAP1 inh,ABHD4 inh,GC-B act,rCAG RNA binder,NPR1 activator,PG9 binder,Rev-erbA mod,ARFGAP1 inhibitor,HTRA1 inh,SMARCA2 act
CCS(=O)(=O)Nc1ccc(C2=NN(C(=S)Nc3ccccc3)C(c3ccco3)C2)cc1 (centres undefined),-4,-19,-1,34,5,2.1,4,5,-30,5
O=C(NCC1CCCO1)c1ccc(OC2CCN(C(=O)C3CC3)CC2)cc1 (centres undefined),1,-2,1,-6,1,0.8,-3,-16,0,-2
O=C(CN1CCN(c2ccc(F)cc2)CC1)Nc1ccccc1C(=O)NCCc1ccccc1,10,5,3,3,-5,-1.9,8,4,-21,1
COc1ccc(C(=O)N2CCN(CCc3ccccn3)CC2)cc1,12,-1,5,-7,3,-0.3,-3,10,3,-1
CC(C)(C)n1nnnc1C(c1cccnc1)N1CCN(C(=O)c2ccco2)CC1 (centres undefined),-3,6,0,-2,2,-0.6,-2,12,-2,-4
O=S(=O)(/C=C/c1ccccc1)N1CCN(c2ccc(F)cc2)CC1,-4,-1,-12,-4,-24,-1.2,1,-12,-3,-1
COC(=O)c1cccc(NC(=S)N2CCN(C)CC2)c1,8,0,-1,2,-5,-1.3,2,3,4,0
COc1ccc(-c2cc3nc(C)c(CCC(=O)NCc4ccc(F)cc4)c(C)n3n2)c(OC)c1,5,2,-8,-1,1,0.4,-9,9,3,-3
CCOC(=O)C(C)Oc1cccc2c(=O)n(CC(=O)Nc3ccc(OC)cc3)ccc12 (centres undefined),-12,3,3,2,0,-1.1,-2,13,/,-5
Cc1ccc(C(=O)Nc2sc(C)c(C)c2C(=O)c2ccccc2)cc1,-7,-10,-4,3,3,2.7,-2,8,-3,-2
C#CCN1c2ccccc2Sc2cccnc21,1,5,-2,-126,7,-4.4,1,0,7,0
O=C(CC1C=CCC1)Nc1ccccc1 (centres undefined),23,3,1,1,-1,0.1,-6,0,0,3
O=C(CN1CCSC1=O)N1CCN(S(=O)(=O)c2ccc(Cl)cc2)CC1,-9,-5,1,-3,0,1.0,-2,9,7,-2
N#Cc1ccccc1NC(=O)CSc1cn[nH]n1,-3,0,2,1,2,-0.6,1,-4,-5,-1
Cc1cccc(NC(=O)COc2coc(CN3CCc4ccccc4C3)cc2=O)c1,-8,3,-5,-1,4,0.0,-7,-7,-17,-2
CN1CCN(c2ccc(NC(=S)NC(=O)c3cccc4ccccc34)cc2)CC1,-3,7,3,-7,3,-3.7,-6,2,0,2
CC(=O)c1cccc(NC(=O)c2csc3c2CCCCC3)c1,-4,-3,1,1,-1,-0.1,0,-9,-13,0
CC(C)(C)OC(=O)[C@H](Cc1ccccc1)NCC(=O)OCc1ccc(C(=O)NCc2ccccc2)cc1,/,-12,4,1,-6,/,4,/,/,-2
CC(c1ccco1)N(C(=O)c1cccs1)c1ccccn1 (centres undefined),-1,3,-5,-5,-3,-1.1,0,7,-1,-1
O=C1CC(N(C(=O)c2ccco2)c2ccc(F)cc2)C(=O)N1c1ccc(F)cc1 (centres undefined),-3,-1,0,-4,0,-0.2,4,12,3,-2
COc1ccccc1CNC(=O)CN1C(=O)N(C)C2(CCCCC2)C1=O,-6,0,0,1,0,0.3,-7,-6,2,0
Cc1ccc(F)cc1NC(=O)CCC(=O)c1cccs1,-2,-3,1,1,6,-1.2,-1,11,0,-1
CC1CC(C)CN(S(=O)(=O)CCNC(=O)c2ccccc2)C1 (centres undefined),-16,4,7,-6,0,0.3,1,11,0,-3
CCOC(=O)C1(C)CCCCCN1C(=O)c1ccc(N(C)C)cc1 (centres undefined),2,-15,3,-3,-2,-1.9,-5,12,/,-2
CC(C)c1ccccc1-n1c(-c2cccnc2)n[nH]c1=S,6,4,6,0,1,-1.1,-1,-4,5,0
COCCNC(=O)COc1cccc2c1OC(C)(C)C2,-5,0,-1,-1,-5,-0.3,-5,14,2,-3
COC(=O)c1ccc(OC(=O)CS(=O)c2ccccc2[N+](=O)[O-])cc1 (centres undefined),5,-4,-3,-5,4,-2.8,1,2,0,3
CN(c1ccccc1)S(=O)(=O)c1cccc(NC(=O)CN2C(=O)NC3(CCCC3)C2=O)c1,-5,-3,0,-3,2,-0.9,-9,6,-13,-1
Cc1ccccc1NC(=O)C(C)OC(=O)CCC(=O)N(CC(C)C)c1c(N)n(CC(C)C)c(=O)[nH]c1=O (centres undefined),-13,-1,0,-8,2,0.3,0,0,0,-2
COc1ccc(C(=O)NC(Cn2ccnc2)C(C)(C)C)cc1OC1CCN(C(C)C)CC1 (centres undefined),-1,12,2,-2,4,-3.4,-5,6,3,5
O=C(NC1CCCCC1)NC1CCN(S(=O)(=O)c2ccc3c(c2)OCCO3)CC1,2,0,6,-5,-2,-0.2,2,2,7,-3
c1ccc(CSc2nnnn2-c2ccc3c(c2)OCCO3)nc1,17,4,-1,-4,-3,1.0,3,15,6,1
Cc1ccccc1N1CCN(Cc2c(C#N)c3ccccc3n2C)CC1,-6,-3,2,-1,-1,0.7,0,-4,5,-5
O=C(c1ccccc1)N1CCCCC(Cl)C1=O (centres undefined),3,8,2,3,8,0.3,-2,7,1,-5
CC(C)NS(=O)(=O)c1ccc(OCC(=O)Nc2ccc3c(c2)OCO3)cc1,-11,1,-4,-3,1,-0.1,-2,6,0,-3
CN(C)CC/C=C1/c2ccccc2Sc2ccc(Cl)cc21,4&-9,9&12,-17&-20,3&4,-32&-21,-1.0&-0.4,-1&-1,5&7,1,0&0
O=C(NC(=S)Nc1cc(S(=O)(=O)N2CCOCC2)ccc1N1CCOCC1)c1ccco1,16,1,-4,-6,2,-3.0,6,-1,-3,-1
Cc1ccc(N=Cc2ccc[nH]2)c(O)c1,0,8,2,10,-4,-4.4,3,5,44*,-4
COc1ccccc1-c1ncn(Cc2cccc(-c3ccccc3)c2)c1CC(C)C,-12,-2,-6,1,-9,0.8,2,8,/,-8
O=C(NCC1CCCO1)c1cc2nc(-c3ccco3)cc(C(F)(F)Cl)n2n1 (centres undefined),2,10,1,10,8,-2.7,-1,-8,6,1
O=C(COc1ccccc1)Nc1ccc(N2CCN(C(=O)c3cccs3)CC2)cc1,1,1,-5,-3,1,-0.1,-8,8,10,0
Cc1cc(NS(=O)(=O)c2ccc(NC(=O)COc3ccc(Cl)c(C)c3)cc2)no1,0,-11,4,41*,-1,-0.2,-5,10,-16,-2
CN(CC(=O)Nc1cccc(F)c1)C(=O)CSc1ccccc1,-15,2,6,4,3,1.5,-3,11,-16,-2
CCc1ccc(CN2CCN(S(=O)(=O)Cc3ccccc3)CC2)cc1,16,-4,6,-8,6,-0.5,-2,8,-2,-3
Cc1scc(C(=O)N/N=C/c2ccc(Cl)s2)c1C,4,1,-5,0,1,-2.8,1,1,-1,2
CCOC(=O)CCN(Cc1cccs1)S(=O)(=O)c1ccc(F)cc1,5,-1,-4,0,-4,-1.7,-2,-9,4,2
CCOC(=O)c1c(NC(=O)CSc2nccn2C)sc(C(=O)NC)c1C,-12,1,2,-2,-2,-0.6,-4,2,-1,-1
CCc1cccc(C)c1NC(=S)N(CCCN1CCN(C)CC1)Cc1cccs1,-2,3,-1,-6,-8,0.0,-1,-7,0,0
Cc1ccccc1NCC(=O)N/N=C/c1ccc([N+](=O)[O-])cc1,20,-3,3,2,-7,-2.0,1,0,9,3
CN(CC(=O)Nc1ccccc1Cl)C(=O)COC(=O)C1CC1,-9,-5,0,-1,3,-1.2,3,20,6,-2
COc1cccc(C2C(C(=O)c3cccs3)=C(O)C(=O)N2CCN(C)C)c1OC (centres undefined),10,-3,-5,-1,2,-1.1,-4,-9,0,-1
COc1cc(NC(=O)CCc2nnc3ccc(N4CCCCC4)nn23)cc(OC)c1OC,11,3,-6,-5,5,0.1,-2,3,2,0
COc1ccc(-n2c(SCC(=O)NCC3CCCO3)nnc2-c2ccncc2)cc1 (centres undefined),/,4,5,0,2,/,-3,/,/,-1
O=C1CCN(Cc2ccccc2)CCN1[C@H](CSc1ccccc1)Cc1ccccc1,6,-2,-1,-6,-2,0.3,0,7,-18,2
c1coc(CNc2nc3ccccc3n2CCN2CCOCC2)c1,-4,3,0,-5,-6,-1.1,5,-12,-3,6
NC1=NC2(CCCCC2)N=C(Nc2ccc(Br)cc2)N1,1,7,1,9,0,1.0,-7,-3,-2,-1

# Bioassay records from PubChem.
